USP2a inh: qHTS Assay for Inhibitors of Ubiquitin-specific Protease USP2a Using CHOP2 as the Reporter | Potency, µM (series often up to 38.3 µM), without a hit: at the top dose activity change, negative = inhibition, actives largely listed as inhibitors | 0.01% of 330,000 active | AID 463254, 2010 | Ubiquitin carboxyl-terminal hydrolase 2 (Homo sapiens), O75604 | USP2 core, Ub-CHOP2 coupled fluorogenic reporter, 485/531;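 note: potency is the fitted concentration of half-maximal effect; plate controls were DMSO wells for no effect and full inhibition by NEM control for full effect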
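Cell-free coupled assay: 10nM USP2 core preincubated 30min RT with compound in Tris-HCl pH 8.0/CaCl2/CHAPS buffer, then 25nM Ub-CHOP2 and 25nM reporter substrate; fluorescence (Ex 485/Em 531) read after 60min RT, normalized to NEM inhibition, concentration-response curves fitted.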
uPA surface inh: qHTS for Inhibitors of Cell Surface uPA Generation; 0.31% of 330,000 active; cell surface uPA generation assay, qHTS; Potency, µM (top dose mostly 38.3 µM), without a hit: at the top dose activity change, negative = inhibition, most hits filed as inhibitors; active = well fitted inhibition curve with a large enough effect; inconclusive = small, poorly fitted or top-dose-only effect; inactive = no such curve, though single readings can be large or run the other way; tested in mouse RAW 264.7 cells; note: potency is the fitted concentration of half-maximal effect; % is set by controls: 0 for no effect and ±100 for the full control effect; nearly all actives have a fitted effect of over 55% in size
ELG1 genotoxic: qHTS screen for small molecules that induce genotoxicity in human embryonic kidney (HEK293T) cells expressing luciferase-tagged ELG1; HEK293T ELG1-luciferase reporter, luminescence, 16 h; Potency, µM (titrated, usually from 46 µM), without a hit: top-dose activity change, positive = activation, most hits filed as activators; 1.3% of 330,000 active; AID 504466, 2011; note: potency is the fitted concentration of half-maximal effect; % of control where 0% means no effect; nearly all actives have a fitted effect of over 60% in size
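Cells (2,000/well) expressing the ELG1-luciferase fusion are dosed by pin tool and kept 16 hr at 37 °C, 5% CO2. Signal comes from ONE-Glo luciferase reagent after 30 min at room temperature.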
a7 integrin act: qHTS for Activators of Integrin-Mediated Alleviation for Muscular Dystrophy | alpha7betagal myoblasts, beta-gal FDG fluorescence, 48 h | Potency, µM (titrated, usually from 38.3 µM), without a hit: at the highest dose activation, usual class: activators | 0.064% of 350,000 active | AID 624291, 2012;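 note: potency is the fitted concentration of half-maximal effect; 100% = response of the positive control SU9516; nearly all actives have a fitted effect of over 60% in size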
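Alpha7betagal+/- myoblasts (passage 13) were plated 16-24 hr, then exposed to compounds (1:260 dilution of DMSO stock) for 48 hours at 37C. After MPER lysis, β-galactosidase reporter activity was read as FDG fluorescence (ex 480/em 540) after 30 minutes.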
p53 reactivator: qHTS assay for re-activators of p53 using a Luc reporter | Potency, µM (titrated, usually from 92.2 µM), for the others: at the top dose activity change, positive = activation, hits mostly activators | 0.063% of 320,000 active | H1299 p53-A138V BP100-luciferase reporter, luminescence, 24 h | AID 504706, 2011; note: potency is the fitted concentration of half-maximal effect; % of control where 0% means no effect; nearly all actives have a fitted effect of over 45% in size
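p53-null H1299 cells stably carrying temperature-sensitive p53-A138V and a BP100-luciferase reporter were pinned with compounds (4-point, 1:5 series) and held 24 hrs at 37 deg C. Luminescence was read 10 min after detection reagent.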
S-ASM inh: Inhibitors of Secretory Acid Sphingomyelinase (S-ASM): qHTS | Sphingomyelin phosphodiesterase (Homo sapiens), P17405 | placental ASM, HMU-PC fluorogenic substrate, 60 min | 0.006% of 340,000 active | Potency, µM (titrated, usually from 57.5 µM), without a hit: at the top dose activity change, negative = inhibition, actives largely listed as inhibitors | AID 504937, 2011; note: potency is the fitted concentration of half-maximal effect
Target sequence (P17405 47-631 limits assumed): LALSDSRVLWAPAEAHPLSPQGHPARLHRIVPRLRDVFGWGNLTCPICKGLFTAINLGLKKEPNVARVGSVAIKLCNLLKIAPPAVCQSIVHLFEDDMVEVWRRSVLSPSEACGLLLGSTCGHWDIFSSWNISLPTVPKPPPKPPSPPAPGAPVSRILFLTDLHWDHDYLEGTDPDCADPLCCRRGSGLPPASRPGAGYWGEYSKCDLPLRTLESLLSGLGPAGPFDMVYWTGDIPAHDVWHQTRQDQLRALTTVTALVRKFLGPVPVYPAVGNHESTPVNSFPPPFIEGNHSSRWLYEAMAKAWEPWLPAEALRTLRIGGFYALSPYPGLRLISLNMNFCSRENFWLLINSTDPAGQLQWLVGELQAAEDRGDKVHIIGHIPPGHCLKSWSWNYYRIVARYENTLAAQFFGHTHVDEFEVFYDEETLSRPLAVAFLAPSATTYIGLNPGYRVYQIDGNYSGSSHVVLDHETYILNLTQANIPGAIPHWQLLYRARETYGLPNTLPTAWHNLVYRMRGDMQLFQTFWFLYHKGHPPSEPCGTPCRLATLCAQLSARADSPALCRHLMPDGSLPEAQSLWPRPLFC
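HMU-PC0 cleavage (9 uM final) by human placental ASM, 60 min at 37 °C following 10 min compound exposure at RT; stopped at pH 10, fluorescence Ex 386/Em 447 nm.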
BRCA1 expr up: qHTS Assay to Identify Small Molecule Activators of BRCA1 Expression; MCF7-BRCA1-FFLuc reporter, luminescence, 48 h; response scale: scaled: vehicle 0%, 10 µM genistein 100%; Potency, µM (titrated, usually from 46.1 µM), without a hit: top-dose activation, most hits filed as activators; 1.1% of 380,000 active; AID 624202, 2012; note: potency is the fitted concentration of half-maximal effect; nearly all actives have a fitted effect of over 80% in size; some results filed as inactive show a strong effect at the top dose
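Activators of BRCA1 expression were detected as increased firefly luciferase luminescence in engineered MCF7 cells after 48 h compound incubation. Signals were scaled to genistein 10 microM as full activation.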
B2AR arrestin: qHTS assay of beta-arrestin-biased ligands of beta2-adrenergic receptor. Beta-2 adrenergic receptor (Homo sapiens), P07550. beta-arrestin recruitment to beta2AR, cell-based reporter. Potency, µM (series often up to 46.1 µM), without a hit: at the highest dose activation, hits mostly activators. 0.02% of 330,000 active;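 note: potency is the fitted concentration of half-maximal effect; 0% = DMSO controls and full agonism = EC100 isoproterenol or metaproterenol; nearly all actives have a fitted effect of over 65% in size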
Target sequence (P07550 whole entry, looked up): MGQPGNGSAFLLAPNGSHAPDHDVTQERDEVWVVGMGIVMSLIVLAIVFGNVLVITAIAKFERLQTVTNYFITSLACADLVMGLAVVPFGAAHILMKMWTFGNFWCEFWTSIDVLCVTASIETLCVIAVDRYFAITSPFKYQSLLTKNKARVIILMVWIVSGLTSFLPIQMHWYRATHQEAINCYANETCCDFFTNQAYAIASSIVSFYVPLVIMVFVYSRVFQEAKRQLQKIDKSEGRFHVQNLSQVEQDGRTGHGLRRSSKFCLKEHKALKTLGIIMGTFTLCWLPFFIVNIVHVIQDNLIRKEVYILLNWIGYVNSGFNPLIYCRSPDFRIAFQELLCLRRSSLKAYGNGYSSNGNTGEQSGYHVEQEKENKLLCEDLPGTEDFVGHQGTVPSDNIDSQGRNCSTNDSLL
PTAP TSG101 blk: qHTS Assay for Iinhibitors of HIV-1 Budding by Blocking the Interaction of PTAP/TSG101; Tumor susceptibility gene 101 protein (Homo sapiens), Q99816; Potency, µM (series often up to 115 µM), inactives show at the highest dose activity change, negative = inhibition, actives largely listed as inhibitors; Fluorescence polarization, FITC-PTAP peptide / Tsg101 binding; 340,000 tested, under 10 active; active = well fitted inhibition curve with a large enough effect in the main read-out, with a control signal flat, not every such curve was filed as active; inconclusive = small, poorly fitted or top-dose-only effect, or effect the other way, or a change in a side signal; inactive = no such curve, though single readings can be large or run the other way; note: potency is the fitted concentration of half-maximal effect; % of control where 0% means no effect
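Fluorescence polarization binding of Tsg101 binding domain (10 uM final) to FITC-labeled PTAP peptide (50 nM final) in HEPES pH 7.5 buffer with NaCl, Tween 20, EDTA, TCEP. Compounds added before peptide; binding 20 min at RT.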
TRPV1 ag: HTS Assay for Compounds that Act as Agonists of the Vanilloid Receptor 1; Transient receptor potential cation channel subfamily V member 1 (Homo sapiens), Q8NER1; TRPV1-expressing cells, Fluo-8 calcium influx, agonist mode; activation, % at 8.33 µM; 0.19% of 320,000 active; AID 540275, 2011; in the data active = activation above about 80%; inconclusive = between about 30% and that limit; note: 0% is about no effect
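Fluo-8 calcium influx in TRPV1-expressing cells, kinetic read (ex 480/em 520 nm). Compound added and read 3 min for agonist activity, followed by capsaicin at EC20 final and 2 min further read for enhancement.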
Eya2 phos inh: qHTS Assay for Inhibitors of the Phosphatase Activity of Eya2; recombinant Eya2, OMFP fluorescence dephosphorylation (OMFP is methylfluorescein phosphate); Potency, µM (titrated, usually from 76.9 µM), without a hit: top-dose activity, negative = inhibition, usual class: inhibitors; 0.006% of 330,000 active; AID 488837, 2010; note: potency is the fitted concentration of half-maximal effect; % is set by controls: 0 for no effect and ±100 for the full control effect
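Eya2 (0.2 uM) preincubated 10 min at ambient with compound, then OMFP substrate added at 50 uM; 10 min reaction in 50 mM HEPES pH 7.5, 50 mM NaCl, 5 uM MgCl2, 0.05% BSA, 1 mM DTT. Fluorescence read at Ex 485/Em 525 nm.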
An asterisk follows results filed as active; ? = inconclusive; / = no result given; [ ] = another dose, or the depositor's remark. Unless noted, calls come from the whole dose curve; as a rule, active = well fitted curve in the direction sought with a large enough effect; inconclusive = small, poorly fitted or top-dose-only effect, or another doubt; inactive = no such curve, though single readings can be large; an effect the other way counts as inactive or inconclusive.

SMILES | USP2a inh | uPA surface inh | ELG1 genotoxic | a7 integrin act | p53 reactivator | S-ASM inh | BRCA1 expr up | B2AR arrestin | PTAP TSG101 blk | TRPV1 ag | Eya2 phos inh
COC(=O)Cc1ccc2c3ccccc3n(C)c2c1 | 2% | -11% | 2% | 21% | ? | -3% | 39% | 0.0% | -6% | -1 | 2%
CN1CCN(C(=O)CNC(=O)Cc2ccc(Cl)cc2)CC1 | 1% | 0% | -3% | 5% | / | 0% | 0% | -0.5% | 0% | 2 | -1%
CCOC(=O)c1[nH]ncc1[C@@H]1C[C@H]2CN(Cc3cccc(Cl)c3)C(=O)[C@]23CCCN13 | 7% | 4% | 2% | 16% | -2% | 1% | -8% | -0.5% | 0% | 2 | -29%
O=C(CN1C(=O)NC2(CCc3ccccc32)C1=O)c1ccc(Br)s1 (configuration not stated) | -1% | -2% | -2% | -10% | -1% | -1% | 5% | 0.4% | -1% | 1 | 3%
O=C(CNCCC1=CCCCC1)Nc1ccccc1N1CCCCC1 | -3% | / | 24% | -17%[7.66 µM] | ? | -2% | -7% | -0.7% | -5% | 0 | -23%
CN1CCc2c(OCc3ccc(F)cc3)cccc2C1=O | 3% | -13% | -2% | ? | -3% | 0% | -24% | -0.6% | -2% | 12 | 8%
CC1CC(C)(C)N2C(=O)C(=C(C#N)C#N)c3cccc1c32 (configuration not stated) | 0% | -1% | 0% | 13% | -4% | 3% | -20% | -0.9% | 0% | 1 | -1%
CC1CCCCC1NC(=O)c1ccc(S(=O)(=O)NCC2CCCO2)cc1 (configuration not stated) | 1% | 3% | -5% | 18% | 0% | 3% | -6% | -0.1% | 0% | -2 | ?
COC(=O)c1ccc(/C=C2/C(=O)Oc3ccccc32)cc1 | -1% | 0% | 2% | 9% | 1% | -25% | 1% | -0.7% | -2% | 21 | -11%
COc1ccc(NC(=O)N2CCOCC2)cc1OC | 2% | 2% | 0% | 15% | 3% | 6% | -19% | 0.0% | -3% | -2 | 21%
Cc1ccc(CC(=O)Nc2ccc(OC(F)F)c(Cl)c2)cc1C | -7% | 4% | -1% | 14% | 0% | -2% | -20% | 0.0% | -4% | 3 | -3%
CCc1nnc(SCC(=O)NCCC2=CCCCC2)nc1CC | -5% | 7% | -1%[9.26 µM] | 15% | -11% | 2% | 11% | -0.1% | -6% | 8 | 7%
COCCNC(=O)CN(C(=O)CCC(=O)Nc1ccccn1)c1cc(C)ccc1C | 0% | 7% | -3% | 14% | / | 0% | 5% | -1.9% | -6% | 1 | 1%
CN(C)S(=O)(=O)c1cccc(NC(=O)CCc2c[nH]c3ccccc23)c1 | -2% | -6% | -10% | 21% | -6% | -1% | 1% | 0.1% | -5% | 3 | -15%
CCCc1cc(Nc2ccccc2OCC)n2ncnc2n1 | 0% | -8% | 6% | 0% | -6% | 4% | -26% | -0.4% | -6% | 11 | -14%

Three entries from above, ordered by the value under TRPV1 ag, ascending:
canonical_smiles	TRPV1 ag
COCCNC(=O)CN(C(=O)CCC(=O)Nc1ccccn1)c1cc(C)ccc1C	1
Cc1ccc(CC(=O)Nc2ccc(OC(F)F)c(Cl)c2)cc1C	3
COC(=O)c1ccc(/C=C2/C(=O)Oc3ccccc32)cc1	21

Additional compounds.
SMILES | USP2a inh | uPA surface inh | ELG1 genotoxic | a7 integrin act | p53 reactivator | S-ASM inh | BRCA1 expr up | B2AR arrestin | PTAP TSG101 blk | TRPV1 ag | Eya2 phos inh
Cc1cccc(CSc2nnc(-c3ccco3)o2)c1 | -7% | 14% | ? | 0% | -2% | 0% | ? | -0.9% | -4% | 16 | -18%
S=c1[nH]nc(/C=C/c2ccccc2)o1 | 1% | -1% | 5% | 28% | 19% | 7% | 1% | -0.2% | 0% | 2 | 5%
[N-]=[N+]=N[C@@H](CCN1CC[C@H](O)CCC1=O)c1ccccc1 | 1% | 2% | -1% | 9% | / | 1% | 17% | -0.4% | -4% | -3 | 7%
Cn1c(SCC(N)=O)nnc1-c1ccc(S(=O)(=O)N2CCCC2)cc1 | 3% | 0% | -3% | 3% | 3% | 9% | -2% | -0.7% | -3% | 2 | ?
O=S1(=O)CC2N=C(N(Cc3ccc(F)cc3Cl)c3ccccc3F)SC2C1 (configuration not stated) | 1% | 0% | -3% | -2% | 0% | 1% | -51% | -0.1% | -2% | 4 | 1%
CCN(C(=O)COC(=O)CNC(=O)c1ccc(Cl)cc1Cl)c1c(N)n(Cc2ccccc2)c(=O)[nH]c1=O | 5% | -2% | 1% | ? | 1% | 3% | 13% | -0.1% | 0% | / | -13%
COc1ccc(OC2C(=O)N(Cc3ccc4c(c3)OCO4)C2c2cccs2)cc1 (configuration not stated) | 3% | -11% | -5% | -30% | -1% | -16% | -78% | 0.5% | -5% | 11 | ?
O=c1c2ccccc2nc(-c2ccc(Cl)cc2Cl)n1CCCn1ccnc1 | 0% | 0% | 5% | 2% | -6% | -1% | -2% | -0.9% | -3% | 1 | -2%
Cc1cc(Cl)ccc1NC(=S)N(CCCN1CCOCC1)Cc1cccs1 | 2% | 2% | -1% | 9% | -2% | 3% | -26% | -0.3% | 1% | 23 | -1%
C[C@H](NC(=O)c1ncn(Cc2ccccc2)c1C(=O)N[C@@H](C)c1ccccc1)c1ccccc1 | -2% | -13% | -7% | 19% | -1% | -2% | 0% | 2.7% | -3% | 5 | 7%
CN(CC(=O)Nc1cccc(F)c1)C(=O)Cc1n[nH]c(=O)c2ccccc12 | 2% | 1% | -2% | -6% | -10% | -2% | -16% | 0.0% | 0% | 0 | -13%
Cc1ccnc(N2CCC(C(=O)NCc3ccc(F)cc3)CC2)n1 | -1% | -4% | -5% | -11% | 5% | 6% | -3% | 0.2% | -2% | 11 | 1%
CCC(C)c1ccc(NC(=O)c2c([N+](=O)[O-])cnn2CC)cc1 (configuration not stated) | -7% | 9% | -2% | -23% | ? | -8% | -13% | -0.8% | -1% | 1 | -22%
CN(C)S(=O)(=O)Oc1ccsc1C(=O)Nc1cccc(Cl)c1 | -9% | -3% | -5% | -24% | 6% | -3% | 2% | -0.4% | -3% | 6 | -16%
Cc1ccc(NC(=O)C(C)c2ccc(-c3ccccc3)c(F)c2)cc1 (configuration not stated) | 1% | -7% | 13% | -35%[inhibitor] | -10% | -13% | -40% | 0.2% | -1% | 3 | 10%
COC(=O)c1ccc(C2C(C(C)=O)=C(O)C(=O)N2CCO)cc1 (configuration not stated) | 0% | 4% | 3% | 9% | 11% | 4% | 7% | 0.1% | -2% | -1 | 8%
COc1ccc2cc(C(=O)N3CCN(Cc4ccc5c(c4)OCO5)CC3)[nH]c2c1 | -1% | -1% | -9% | -45%[inhibitor] | 1% | 21% | -33% | -0.6% | 1% | 13 | -1%
Cc1noc(C)c1C(=O)OCC(=O)NCCC1=CCCCC1 | -2% | 5% | 1% | -7% | -7% | 1% | -10% | 0.0% | -4% | 0 | -8%
Cn1c(N)c(C(=O)COc2ccc(Cl)cc2Cl)c(=O)n(C)c1=O | 1% | 3% | 12% | 3% | -3% | -1% | -1% | 0.2% | -8% | 17 | -2%
CCn1cc(Br)c(C(=O)NCc2ccco2)n1 | / | -4% | / | -11% | / | -3% | 19% | / | -2% | -2 | /
NS(=O)(=O)c1ccc(Nc2nc(-c3ccccc3)cs2)cc1 | 1% | / | ? | 7% | ? | -23% | 7.1µM* | 0.5% | -7% | 7 | -3%
COc1ccc(/C(N)=N/OC(=O)Cc2ccc(C)cc2)cc1OC | 1% | -21% | 0% | 0% | 7% | -8% | 18% | -0.5% | -9% | -4 | -2%
Cc1occc1C(=O)n1nnc2ccccc21 | / | -3% | / | -2% | / | 2% | -10% | / | -4% | 8 | /
CCN(Cc1ccccc1)Cc1nnnn1Cc1ccccc1 | -1% | -2% | -3% | 1% | -4% | 5% | -28% | -1.0% | -7% | 9 | 1%
COc1ccc(OC)c(Nc2nc(-c3sc(NC(=O)CC(C)C)nc3C)cs2)c1 | 1% | -4% | -6% | 0% | 2% | 11% | -55% | -0.1% | 1% | -1 | 8%

Screens deposited in PubChem BioAssay by National Center for Advancing Translational Sciences (NCATS).
